# CXCR6 block: blocks human CXCR6 beta-arrestin recruitment; CHO-K1 PathHunter CXCR6 beta-arrestin, luminescence; 360,000 compounds, 0.36% hits; O00574; inhibition, % at 20 µM; AID 602244; in the data active = inhibition above about 34%, passing the limit was not always enough;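 also: antagonist mode with CXCL16 agonist at 10 nM final; 0% = 10 nM CXCL16 with DMSO and 100% = unstimulated wells without agonist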
# Target sequence (O00574 whole entry, looked up): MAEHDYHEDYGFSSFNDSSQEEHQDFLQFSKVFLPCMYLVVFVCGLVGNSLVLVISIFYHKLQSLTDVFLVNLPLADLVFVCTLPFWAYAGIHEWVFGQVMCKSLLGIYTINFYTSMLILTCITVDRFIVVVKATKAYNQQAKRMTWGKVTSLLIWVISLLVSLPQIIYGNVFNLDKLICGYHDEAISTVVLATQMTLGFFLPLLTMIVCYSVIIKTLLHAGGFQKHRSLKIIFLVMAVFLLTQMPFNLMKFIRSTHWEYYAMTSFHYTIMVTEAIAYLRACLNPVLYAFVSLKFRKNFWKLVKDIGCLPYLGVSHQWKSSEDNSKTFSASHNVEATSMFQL
# EBI2 antag: antagonists of human EBI2 receptor; P32249; EBI2 beta-arrestin recruitment, luminescence, 7a,25-OHC stimulated; inhibition, % at 5 µM; 360,000 compounds, 0.81% hits; AID 651636; in the data active = inhibition above about 38%;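 also: enzyme fragment complementation signal reports receptor beta-arrestin coupling in cells; 0% = agonist plus DMSO wells and 100% = wells without agonist; some results beyond the cut were filed as inactive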
# Target sequence (P32249 whole entry, looked up, the tested form may be a part): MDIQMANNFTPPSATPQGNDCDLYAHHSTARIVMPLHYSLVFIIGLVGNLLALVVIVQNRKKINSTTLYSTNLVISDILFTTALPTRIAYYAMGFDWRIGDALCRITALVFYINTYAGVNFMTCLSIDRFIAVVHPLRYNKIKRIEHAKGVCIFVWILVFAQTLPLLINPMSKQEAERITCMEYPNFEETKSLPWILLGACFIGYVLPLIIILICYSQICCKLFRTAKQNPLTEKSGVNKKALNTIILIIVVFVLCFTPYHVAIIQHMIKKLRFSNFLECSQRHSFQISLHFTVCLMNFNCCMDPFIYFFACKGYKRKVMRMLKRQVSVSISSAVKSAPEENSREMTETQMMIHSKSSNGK
# MPTP block: permeability transition pore inhibition; 360,000 compounds, 1.4% hits; isolated mouse mitochondria, Ca2+ swelling absorbance, 30 min; AID 602449; inhibition, % at 10 µM;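 active = inhibition of 50% or more, scaled per plate between neutral and stimulator controls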;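 also: 0% = DMSO wells given calcium and 100% = 1 mM EGTA wells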
# An asterisk follows results filed as active. A portion of the library. The share of hits here may be higher or lower than overall.
CXCR6 block	EBI2 antag	MPTP block	mol
2	12	0.6	COc1ccc(Br)c(Cn2c(C)c(C(=O)NCc3cccs3)sc2=O)c1
-13	3	0.3	Cc1ccc(F)c(C(=O)N2CCCC(C)(C(=O)NS(=O)(=O)C3CC3)C2)c1F (stereo not drawn)
-3	3	-0.5	COc1ccccc1-c1cc2c(c3c1ccn3C)C1CCC2O1 (stereo not drawn)
6	1	1.0	S=C(CSc1ccccc1)Nc1cccc2ccccc12
2	0	0.5	O=C(NCc1cc(Cl)cc(Cl)c1)c1csc(COCCO)n1
4	3	-0.1	CS(=O)(=O)/C(C#N)=C/c1cccn1S(=O)(=O)c1cccc2ccccc12
-2	0	-1.0	Cc1noc(C)c1C(=O)N1CCC1(C)C(=O)NS(=O)(=O)c1ccccc1C(F)(F)F (stereo not drawn)
3	-17	-1.9	CCOC(=O)C1=CCN(S(=O)(=O)c2ccc(F)cc2)C1c1ccccc1 (stereo not drawn)
-13	-17	64*	COc1cc(C(O)c2nc(-c3ccc(N(C)C)cc3)cs2)ccc1F (stereo not drawn)
-3	10	0.3	Cc1ccc(-c2ccc(CN3C(CC(C)C)C(=O)N(Cc4cn(CCC5OCCCO5)nn4)CCS3(=O)=O)cc2)cc1 (stereo not drawn)
6	18	2.6	Cc1cc(F)ccc1-c1cc(C(=O)Nc2ccc(F)cc2)[nH]n1
-8	4	4.3	COc1ccccc1-c1cnc(C(O)c2ccc(Cl)c(Cl)c2)[nH]1 (stereo not drawn)
1	-5	-1.1	COc1ccc(NC(=O)Nc2ccc3c(c2)C(=O)N([C@H](C)CO)C[C@@H](C)[C@@H](CN(C)C(=O)C2CCCCC2)OCCCC[C@H](C)O3)cc1
-4	13	1.9	Cn1c(=O)c2cc(NC(=O)CCc3cccc(Cl)c3)ccc2n1Cc1cccc(C(F)(F)F)c1
8	0	0.7	COc1cccc(-c2cnc(C(O)c3c(C)cc(C)cc3C)[nH]2)c1 (stereo not drawn)
-5	1	0.9	CC(=O)Nc1cccc(C(=O)NNC(=O)c2ccc(NS(=O)(=O)c3cccs3)cc2)c1
-3	0	1.3	CN(Cc1ccccc1)c1nccn2ccnc12
-8	-3	0.7	CCOC(=O)C1(C)CCCN1C(=O)c1cncc(Br)c1 (stereo not drawn)
-2	-8	-0.9	Nc1ccn([C@@H]2O[C@H](C(=O)N[C@H](CO)Cc3ccccc3)[C@@H](O)[C@H]2O)c(=O)n1
4	8	0.2	CCCc1nc2ccc(C)cn2c1Cc1cccc(F)c1
9	-3	-1.0	CSc1ccc(CN2CCC(N3CCC(C(=O)NC4CC4)CC3)CC2)cc1
8	-11	-2.6	Cc1ccn2c(CC(C)(C)C)c(-c3ccc(F)cc3)nc2c1
-3	3	-0.4	COc1cc(OC)c(C(=O)Nc2cc(S(=O)(=O)N3CCOCC3)ccc2N2CCOCC2)cc1OC
-3	-7	-1.0	CCCCNC(=O)C1(C)CCN1C(=O)c1ccc(F)c(C)c1 (stereo not drawn)
-2	2	0.1	CNc1cccc(-c2cccc(O)c2)n1
0	13	1.3	COc1cc2ccc(-c3ccc4ccccc4n3)cc2cc1OC
-5	8	0.9	Cc1noc(C)c1S(=O)(=O)Nc1ccc2c(c1)C(=O)N([C@H](C)CO)C[C@H](C)[C@H](CN(C)S(=O)(=O)c1ccc(Cl)cc1)OCCCC[C@@H](C)O2
-5	11	-0.7	OC1CCC(Nc2ccn3nc(-c4cccc(Cl)c4)cc3n2)CC1 (stereo not drawn)
-8	-8	-0.8	O=C(O)c1ccc(N2C(=O)c3ccccc3C2=O)cc1[N+](=O)[O-]
2	-3	-0.7	Cc1nnc(Cc2ccccc2)c2n[nH]c(C)c12
1	54*	1.4	Cc1cc(Cl)c2oc(C(=O)N3CCN(c4cnccn4)CC3)c(C)c2c1
-4	-13	-0.3	CCOC(=O)N1CCC2(CC1)NC(=O)c1ccccc1N2
-3	6	0.7	O=C(Nc1ccc(-c2ccco2)cc1)C1CCCN(Cc2ccco2)C1 (stereo not drawn)
2	-4	-0.8	Cc1cccc(CN2CCN([C@@H]3CS(=O)(=O)N[C@H]3COCc3ccccc3)CC2)c1
5	6	-0.2	CC1=C(C(=O)N(C(C)C)C(C)C)CC(CC(=O)NCc2cccc3ccccc23)C(=O)N1Cc1ccccc1 (stereo not drawn)
2	0	-2.0	CC1CCC2(CC1)NC(=O)N(CC(=O)Nc1cccc(S(=O)(=O)N(C)c3ccccc3)c1)C2=O (stereo not drawn)

# No new results follow: entries from further up.
CXCR6 block	EBI2 antag	MPTP block	mol
-4	-13	-0.3	CCOC(=O)N1CCC2(CC1)NC(=O)c1ccccc1N2
-3	6	0.7	O=C(Nc1ccc(-c2ccco2)cc1)C1CCCN(Cc2ccco2)C1 (stereo not drawn)

# The results go on:
CXCR6 block	EBI2 antag	MPTP block	mol
-5	-2	1.5	CCOC(=O)[C@]12CCC=C1N(Cc1ccco1)C(=O)[C@H](CC(=O)N1CCN(C(=O)C3CC3)CC1)C2
-4	1	0.5	Cc1ccc(C)c(OCC(=O)N/N=C/c2ccc(N3CCOCC3)cc2)c1
-7	13	-0.9	CN(C(=O)COC(=O)c1c[nH]c2ccccc12)c1ccccc1
16	45*	1.3	COc1ccccc1C(NC(=O)C1CCN(CCOc2ccc3ccccc3c2)CC1)c1ccccn1 (stereo not drawn)
1	0	-0.1	CCN(CC)Cc1c(C)[nH]c2ccc(NC(C)=O)cc2c1=O
1	0	-0.7	COCCn1c(=S)[nH]c2cc(C(=O)NC3CCCCCC3)ccc2c1=O
7	9	-0.4	CC1(C(=O)NS(=O)(=O)c2cccs2)CCN1C(=O)C1(c2ccc(Cl)cc2)CCC1 (stereo not drawn)
3	17	0.8	CCc1nc2ccc(C(=O)Nc3cc(-c4ccccc4)ccc3OC)cn2c1N(CC)CC(=O)N(C)C
4	0	-0.7	CCCNC(=O)C1(C)CCN(C(=O)c2cccc(OC(F)(F)F)c2)C1 (stereo not drawn)
-1	-10	-0.1	CC1(c2nc3ccccc3[nH]2)CCC(=O)N1Cc1ccc(F)cc1 (stereo not drawn)
8	-2	-0.1	O=C(COC(=O)/C=C/c1cccc(C(F)(F)F)c1)Nc1cccc(S(=O)(=O)NC2=NCCC2)c1
-4	-14	46	CN(C)c1ccc(C=Cc2ccnc3ccccc23)cc1N

# Some of these compounds in order of number of heavy atoms, low to high:
CXCR6 block	EBI2 antag	MPTP block	mol
2	-3	-0.7	Cc1nnc(Cc2ccccc2)c2n[nH]c(C)c12
-4	-13	-0.3	CCOC(=O)N1CCC2(CC1)NC(=O)c1ccccc1N2
-4	-14	46	CN(C)c1ccc(C=Cc2ccnc3ccccc23)cc1N
-7	13	-0.9	CN(C(=O)COC(=O)c1c[nH]c2ccccc12)c1ccccc1
-1	-10	-0.1	CC1(c2nc3ccccc3[nH]2)CCC(=O)N1Cc1ccc(F)cc1 (stereo not drawn)
4	0	-0.7	CCCNC(=O)C1(C)CCN(C(=O)c2cccc(OC(F)(F)F)c2)C1 (stereo not drawn)
-3	6	0.7	O=C(Nc1ccc(-c2ccco2)cc1)C1CCCN(Cc2ccco2)C1 (stereo not drawn)
-4	1	0.5	Cc1ccc(C)c(OCC(=O)N/N=C/c2ccc(N3CCOCC3)cc2)c1
7	9	-0.4	CC1(C(=O)NS(=O)(=O)c2cccs2)CCN1C(=O)C1(c2ccc(Cl)cc2)CCC1 (stereo not drawn)
2	-4	-0.8	Cc1cccc(CN2CCN([C@@H]3CS(=O)(=O)N[C@H]3COCc3ccccc3)CC2)c1
2	0	-2.0	CC1CCC2(CC1)NC(=O)N(CC(=O)Nc1cccc(S(=O)(=O)N(C)c3ccccc3)c1)C2=O (stereo not drawn)
-5	-2	1.5	CCOC(=O)[C@]12CCC=C1N(Cc1ccco1)C(=O)[C@H](CC(=O)N1CCN(C(=O)C3CC3)CC1)C2
3	17	0.8	CCc1nc2ccc(C(=O)Nc3cc(-c4ccccc4)ccc3OC)cn2c1N(CC)CC(=O)N(C)C
5	6	-0.2	CC1=C(C(=O)N(C(C)C)C(C)C)CC(CC(=O)NCc2cccc3ccccc23)C(=O)N1Cc1ccccc1 (stereo not drawn)

# Additional entries follow.
CXCR6 block	EBI2 antag	MPTP block	mol
6	2	-0.1	Cc1ccc(C(NC(=O)C2CCN(CCCOc3ccccc3)CC2)c2ccccn2)cc1 (stereo not drawn)
2	12	-11	CCOC1=C2[C@H](c3ccc(CC)cc3)N(S(=O)(=O)c3ccc(C)cc3)C[C@H]2C(C#N)(C#N)C(C#N)(C#N)C1
-3	12	1.1	CCC(CC)C(=O)N(C)c1c(C)nc2c(OCCOc3ccc(F)cc3)cccn12
-4	-7	-0.7	Cc1cccc(NC(=O)CSc2nc(=O)n(CCCN3CCOCC3)c3c2CCCC3)c1C
0	-1	0.7	NNC(=O)Cc1cccc2ccc(Cl)cc12
11	-1	2.5	Cc1ccc(NC(=O)C2(C)CCN2C(=O)C2(c3ccc(Cl)cc3)CC2)cc1 (stereo not drawn)
-3	16	0.8	Cc1ccc(C(=O)Nc2ccncc2)cc1S(=O)(=O)N1CCCCC1
7	-1	0.2	COc1ccc(N2CCN(CC(=O)Nc3c(C)cccc3C)CC2)cc1
-3	8	-0.1	Cc1cccc(C(O)c2ncc(-c3ccc(C(F)(F)F)cc3)[nH]2)c1C (stereo not drawn)
3	14	0.6	CN(C)c1ccc(-c2ccnc3c2CC(C)(C(=O)Nc2ccc(Cl)cc2)O3)cc1 (stereo not drawn)
6	-5	0.4	CC(C)CC(N)c1csc(Nc2cnccn2)n1 (stereo not drawn)
6	-10	0.0	O=C(O)c1cccc(-c2csc(C(O)c3cccc(Cl)c3)n2)c1 (stereo not drawn)
21	22	-2.1	CCc1nc2c(OCCC3CCCCC3)cccn2c1N(C)C(=O)CC(C)C
5	-3	-1.1	CCN(Cc1ccncc1)C(=S)Nc1ccccc1C
11	-4	0.3	Cc1nc2c(OCCOc3ccccc3)cccn2c1N(C)C(=O)CCC1CCCC1
0	-12	-0.1	COc1ccc(NC(=O)N2C[C@H]3CON(C)[C@H]3C[C@H]2c2ccc(N3CCCCC3)cc2)cc1
0	-8	1.3	COCCN(CCOC)Cc1cc(=O)oc2cc(C)c(Cl)cc12
3	-6	-1.7	CC(C)(C)OC(=O)N1CCN(C(=O)c2[nH]c(C(F)(F)F)nc2-c2ccccc2)CC1
0	-2	-1.2	COc1ccc(C(=O)N2CCC(C)(C(=O)O)C2)c(OC)c1 (stereo not drawn)
9	-2	-0.3	CNc1cncc(-c2ccccc2NC(C)=O)n1
-4	-2	23	Cc1cc(F)cc(-c2cc(C(=O)NCc3cccc(Cl)c3)[nH]n2)c1
-5	0	-0.6	COc1ccc(CN2CCC[C@]3(N[C@H](c4ccccc4)[C@@H]4C(=O)N(C)C(=O)[C@@H]43)C2=O)cc1
2	-5	-2.7	Cc1cc(C)c2c(=O)n3c(nc2c1)C(C)NC(=O)c1cccnc1-3 (stereo not drawn)
8	-4	-0.2	O=C(c1[nH]c(C(F)(F)F)nc1-c1ccccc1)N1CCC(C(O)(c2ccccc2)c2ccccc2)CC1
-1	19	-0.1	O=C1C=C(C#Cc2ccc(Oc3ccccc3)cc2)C[C@@H](c2ccc(F)cc2)C1
-3	-4	-0.6	C[C@H]1CN([C@@H](C)CO)C(=O)c2cc(Br)cnc2O[C@H]1CN(C)Cc1ccccc1C(=O)O
31*	-40	-1.2	O=c1ccc2ccccc2c2ccccc12
-3	-13	-0.9	CC1OC(C(C)(C)C)Cc2[nH][nH]c(=O)c21 (stereo not drawn)
-3	-5	-0.9	CCCCNC(=O)C1(C)CCCCN1C(=O)c1ccno1 (stereo not drawn)
2	1	-0.3	CCOC(=O)[C@]12CCC=C1N(Cc1ccco1)C(=O)[C@H](CC(=O)NCCCOC)C2
-3	-11	-0.1	Cc1ccc(C)c(NC(=O)CN(C)C(=O)c2ccccn2)c1
3	-2	-1.9	CCCCN(C(C)=O)c1c(CC)nc2ccc(C(=O)NCCCN(C)C)cn12
13	24	-2.5	COc1ccc(Cl)cc1Cn1c(C)c(C(=O)NCc2ccccc2C(F)(F)F)sc1=O
2	19	1.0	COc1ccc(S(=O)(=O)N2CCCCC2c2cc(C(=O)Nc3ccc(F)c(Cl)c3)no2)cc1 (stereo not drawn)
-2	-4	0.0	CCOc1cc(OCC)cc(C(=O)N2CCC[C@H]2C(=O)N2CCC[C@H]2C(=O)NCc2cccc(OC)c2)c1
-3	27	-1.6	c1ccc(COc2cccc(-c3cc4nc(NCCCn5ccnc5)ccn4n3)c2)cc1
1	10	-0.5	COc1cc(CNc2ncnc3c2ncn3[C@H]2CN(Cc3cccc4ccccc34)C[C@@H](CO)O2)cc(OC)c1OC
-2	1	-0.6	COc1ccc(NC(=O)N(C)C[C@H]2Oc3cc(Br)ccc3S(=O)(=O)N([C@H](C)CO)C[C@@H]2C)cc1
-6	-18	-0.9	CN(C)c1ccc(NC(=O)Nc2ccc3c(c2)c(=O)n(C)n3Cc2ccccc2)cc1
-3	-8	-0.6	O=C(C[C@@H]1C[C@@H]2c3cc(NC(=O)C4CCOCC4)ccc3O[C@@H]2[C@H](CO)O1)NCc1ccccn1
1	2	-0.9	COC(=O)Cn1nnnc1-c1nc2cc(C)c(C)cc2[nH]c1=O
-3	-11	0.1	CCOC(=O)N1CCN(C(=O)C[C@@H]2C[C@@]3(C(=O)OCC)CCC=C3N(CCC3=CCCCC3)C2=O)CC1
2	2	-1.7	CN(C)c1ccc(-c2ccnc3c2CC(C)(C(=O)Nc2ccc4c(c2)OCO4)O3)cc1 (stereo not drawn)
10	8	1.5	COc1ccccc1CCNC(=O)c1c(N)[nH]c(C(=O)c2ccccc2)c1-c1ccc(Br)cc1
-8	-1	-0.7	O=C(NC1CCCCCC1)c1[nH]c(C(F)(F)F)nc1-c1ccccc1
0	18	8.1	Cc1ccc([C@H]2C[C@@H](n3cc(-c4ccc(F)cc4)nn3)[C@H](O)CN2C(=O)C2CCCCC2)cc1

# Screens from PubChem BioAssay.
